Bioassay records (PubChem BioAssay)
CCR6 antagonist = CCR6 receptor antagonists, primary screen, cell-based, CHO-K1, luminescence, beta-arrestin, uHTS; inhibition, % at 20 µM; CHO-K1 CCR6 PathHunter beta-arrestin, CCL20-stimulated; actives 0.49% (n = 340,000); C-C chemokine receptor type 6 (Homo sapiens), P51684; AID 493098, 2011;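 active = compounds whose inhibition of the agonist-driven luminescence signal at 20 µM reaches about 50%, limit read from the data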;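 also: cells stimulated with CCL20 at 14 nM final; plate controls were DMSO with CCL20 for no effect and DMSO without agonist for full effect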
GRIN3A LBD mod = binders of NR3A ligand-binding domain, primary screen, biophysical, differential scanning fluorimetry, uHTS. Glutamate receptor ionotropic, NMDA 3A (GRIN3A) ligand-binding domain. NR3A LBD differential scanning fluorimetry, Tm shift; 0% = protein alone, 100% = glycine-bound protein. Tm shift relative to glycine control, % at 25 µM. actives 2.5% (n = 340,000);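 active = melting temperature shift of at least 10% of the positive control shift, at one fixed dose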
Gli-Sufu antag = Gli-Sufu pathway antagonists, primary screen, luciferase luminescence, Sufu-KO-LIGHT cells, uHTS | Sufu-KO-LIGHT fibroblasts, Gli luciferase reporter luminescence | inhibition, % at 5 µM | actives 0.74% (n = 340,000) | AID 588413, 2011;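 active = inhibition above about 55%, limit read from the data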;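 also: 0% = DMSO-treated cells and 100% = wells with medium but no cells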
APOBEC3A inh = APOBEC3A ssDNA deaminase inhibitors, primary screen, selectivity assay for APOBEC3G inhibitor project, biochemical, FAM/TAMRA oligo cleavage fluorescence; DNA dC->dU-editing enzyme APOBEC-3A (Homo sapiens), P31941; recombinant A3A, FAM/TAMRA ssDNA deamination fluorescence; inhibition, % at 20 µM; actives 0.41% (n = 330,000);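 active = at least 40% inhibition at 20 µM here, with at most 30% in a related deaminase screen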;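 also: plate controls were A3A with DMSO for no effect and wells lacking A3A enzyme for full effect; some results filed as inactive read as strong as hits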
Target sequence (P31941 whole entry, looked up): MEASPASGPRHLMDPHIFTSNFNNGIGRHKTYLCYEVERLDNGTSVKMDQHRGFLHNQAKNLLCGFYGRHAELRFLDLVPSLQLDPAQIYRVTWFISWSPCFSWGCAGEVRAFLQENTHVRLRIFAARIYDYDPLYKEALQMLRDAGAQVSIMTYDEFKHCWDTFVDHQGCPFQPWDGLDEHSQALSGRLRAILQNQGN
A3G deaminase = APOBEC3G DNA deaminase inhibitors, primary screen, biochemical, fluorescence, single-stranded DNA substrate, uHTS. recombinant A3G, ssDNA deamination FAM/TAMRA fluorescence. DNA dC->dU-editing enzyme APOBEC-3G (Homo sapiens), Q9HC16. inhibition, % at 20 µM. actives 0.28% (n = 330,000);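 active = inhibition of at least 40% at 20 µM, with no more than 30% in the related APOBEC3A deaminase screen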;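 also: plate controls were DMSO wells with A3G for no effect and wells lacking A3G enzyme for full effect; some compounds called inactive have numbers as strong as hits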
MPTP inh = mitochondrial permeability transition pore inhibitors, primary screen, biochemical, isolated mouse mitochondria, absorbance. actives 1.4% (n = 360,000). Ca2+ swelling absorbance, 30 min. inhibition, % at 10 µM. AID 602449, 2012;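 active = inhibition of 50% or more, scaled per plate between neutral and stimulator controls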;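 also: 0% = DMSO wells given calcium and 100% = 1 mM EGTA wells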
EBI2 block = EBI2 receptor antagonists, beta-arrestin recruitment, primary screen, cell-based, luminescence, 7a,25-OHC stimulation, uHTS; G-protein coupled receptor 183 (Homo sapiens), P32249; 7a,25-OHC stimulated; inhibition, % at 5 µM; actives 0.81% (n = 360,000); AID 651636, 2012; in the data active = inhibition above about 38%;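 also: enzyme fragment complementation signal reports receptor beta-arrestin coupling in cells; 0% = agonist plus DMSO wells and 100% = wells without agonist; some results beyond the cut were filed as inactive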
Target sequence (P32249 whole entry, looked up, the tested form may be a part): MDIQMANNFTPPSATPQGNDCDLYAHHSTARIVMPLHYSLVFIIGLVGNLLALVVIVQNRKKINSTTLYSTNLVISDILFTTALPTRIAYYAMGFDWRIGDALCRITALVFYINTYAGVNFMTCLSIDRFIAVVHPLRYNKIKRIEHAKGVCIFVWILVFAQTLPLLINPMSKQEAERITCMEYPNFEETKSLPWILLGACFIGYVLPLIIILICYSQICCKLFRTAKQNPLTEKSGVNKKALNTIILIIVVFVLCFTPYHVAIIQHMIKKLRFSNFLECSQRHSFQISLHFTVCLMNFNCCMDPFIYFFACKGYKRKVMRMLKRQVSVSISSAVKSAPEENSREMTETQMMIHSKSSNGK
CXCR6 block = CXCR6 receptor inhibitors, primary screen, cell-based, beta-arrestin, luminescence, CHO-K1 PathHunter, 1536-well; AID 602244, 2012; C-X-C chemokine receptor type 6 (Homo sapiens), O00574; actives 0.36% (n = 360,000); inhibition, % at 20 µM; in the data active = inhibition above about 34%, passing the limit was not always enough;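 also: antagonist mode with CXCL16 agonist at 10 nM final; 0% = 10 nM CXCL16 with DMSO and 100% = unstimulated wells without agonist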
Target sequence (O00574 whole entry, looked up): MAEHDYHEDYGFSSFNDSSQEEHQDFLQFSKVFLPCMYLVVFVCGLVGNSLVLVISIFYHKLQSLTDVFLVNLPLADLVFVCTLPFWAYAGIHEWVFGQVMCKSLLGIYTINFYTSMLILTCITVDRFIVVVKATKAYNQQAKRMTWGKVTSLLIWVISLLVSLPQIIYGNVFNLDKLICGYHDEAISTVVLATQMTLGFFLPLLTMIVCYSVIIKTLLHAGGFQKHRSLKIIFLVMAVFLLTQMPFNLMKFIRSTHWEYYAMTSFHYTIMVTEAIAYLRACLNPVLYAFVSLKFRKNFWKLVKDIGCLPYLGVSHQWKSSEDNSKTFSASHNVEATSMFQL
Active calls of the source: *; . = not tested or not shown.

mol	CCR6 antagonist	GRIN3A LBD mod	Gli-Sufu antag	APOBEC3A inh	A3G deaminase	MPTP inh	EBI2 block	CXCR6 block
CSc1cccc(CN2CCCC(CNC(=O)c3ccc(F)cc3)C2)c1 (centres undefined)	18	-2	8	0	-7	1.0	2	7
Cc1cc(C(=O)Nc2ccccc2N2CCOCC2)no1	8	0	-4	1	-9	-0.7	-2	4
CSc1ccccc1OC1CCN(Cc2ccccc2)CC1	-2	2	7	-6	-4	54*	-3	-5
Cc1cccc(C)c1OCc1nnc(SCC(=O)NCCc2ccccc2)o1	-6	1	7	0	-2	2.8	31	-6
Cc1ccnc(NC(=O)CN(C)S(=O)(=O)c2cccc3nsnc23)c1	12	1	7	1	-4	1.8	4	-8
Cc1ccc(S(=O)(=O)c2nc(-c3ccccc3)oc2NCc2cccnc2)cc1	-3	1	-1	3	1	0.2	1	-1
CCOc1ccc(/C=N/Nc2ccccn2)cc1OC	-3	6	-52	-2	-14	0.5	3	6
Cc1ccccc1-n1c(=O)n(Cc2ccco2)c(=O)c2[nH]cnc21	17	0	4	1	-6	-0.5	13	10
Cc1cc(C)c2cc(C#N)c(SCC(=O)Nc3cc(C)on3)nc2c1	14	1	-10	0	-2	1.3	10	-4
CCOc1ccccc1NC(=O)CSc1nnc(CNC(=O)c2ccco2)o1	4	1	-3	6	1	8.8	-1	3
CC(Sc1ccc(S(=O)(=O)N2CCOCC2)cc1[N+](=O)[O-])C(=O)O (centres undefined)	4	-2	-3	-2	-3	0.7	-19	-7
CC(=O)Nc1ccc2nc(NC(=O)COc3ccc([N+](=O)[O-])cc3)sc2c1	16	1	11	-3	-10	1.4	17	12
COc1cccc(NS(=O)(=O)c2cc(C)ccc2OC)c1	-11	-1	-17	-1	-3	1.6	-1	6
Cc1cc(C(=O)N2CCCC(CNS(=O)(=O)c3cccs3)C2)nn1C (centres undefined)	-6	-1	4	-3	-10	0.8	2	0
CCCCCCCCC(=O)N/N=C(\C)c1ccco1	1	8	-6	-2	-2	1.2	1	-7

Record cards, as listed above:
Shown for `COc1cccc(NS(=O)(=O)c2cc(C)ccc2OC)c1` → CCR6 antagonist: -11; GRIN3A LBD mod: -1; Gli-Sufu antag: -17; APOBEC3A inh: -1; A3G deaminase: -3; MPTP inh: 1.6; EBI2 block: -1; CXCR6 block: 6
Shown for `CC(Sc1ccc(S(=O)(=O)N2CCOCC2)cc1[N+](=O)[O-])C(=O)O` (centres undefined) → CCR6 antagonist: 4; GRIN3A LBD mod: -2; Gli-Sufu antag: -3; APOBEC3A inh: -2; A3G deaminase: -3; MPTP inh: 0.7; EBI2 block: -19; CXCR6 block: -7

(list continues)
mol	CCR6 antagonist	GRIN3A LBD mod	Gli-Sufu antag	APOBEC3A inh	A3G deaminase	MPTP inh	EBI2 block	CXCR6 block
COc1ccc(NC(=O)COC(=O)c2ccco2)c([N+](=O)[O-])c1	4	0	-10	-1	-3	0.4	-7	-13
CC[C@@H](C)[C@H](NC(=O)Cc1c(C)c2cc3c(C)c(C)oc3c(C)c2oc1=O)C(=O)O	2	2	3	5	1	1.3	0	2
Cc1nn(-c2ccccc2)nc1C(=O)Nc1nnc(C(F)(F)F)s1	-1	5	28	-2	-8	73*	0	-8
CC(C)C(=O)NC(=S)Nc1ccc(S(=O)(=O)N2CCN(C)CC2)cc1	9	-3	-9	2	6	-0.4	-11	-5
CCOC(=O)c1[nH]c(C)c(C(=O)OCC(=O)N2c3ccccc3CC2C)c1C (centres undefined)	10	1	2	5	-1	-0.4	13	2
CCOC(=O)c1c(C)oc2cc(Br)c(OCC(N)=O)cc12	-4	1	-5	-5	-6	-0.1	-6	7
CCCc1cc(C(=O)Nc2cccnc2)no1	-12	-4	-44	0	-6	-2.0	0	5
CCOC(=O)c1ccc(Oc2nc(N(C)C)nc(N(C)C)n2)cc1	-4	0	11	-1	-4	-2.9	15	1
Cc1ccc(NC(=O)Cn2cncc2-c2ccc([N+](=O)[O-])cc2)cc1C	4	1	-6	2	-4	1.4	5	6
COc1ccc(CNC(=O)[C@H](C)NC(=O)C2CCN(S(=O)(=O)c3ccc(F)cc3)CC2)cc1	-3	3	4	-4	-7	-0.6	1	-3
CCOC(=O)C1=C(C)N(CCC(=O)O)C(=O)NC1c1ccccc1Cl (centres undefined)	11	0	11	18	-9	-0.6	1	-5
COc1cc([N+](=O)[O-])ccc1NC(=O)COC(=O)c1c[nH]c(=O)[nH]c1=O	4	-2	-6	0	-2	0.0	-3	-2
COc1ccc(C(CC(=O)c2ccccc2)S(=O)(=O)c2ccccc2)cc1 (centres undefined)	20	0	-37	-4	-11	0.7	7	6
Cc1ccc(S(=O)(=O)Nc2c(C(=O)O)[nH]c3ccccc23)c(C)c1	7	-3	20	-3	-5	7.0	-10	-4
COc1ccc(N2CCN(CCCNC(=O)c3ccc(CS(=O)(=O)c4ccc(Cl)cc4)o3)CC2)cc1	13	0	33	-6	-4	-0.8	1	-8
Cc1ccccc1NC(=O)C1CCCN1S(=O)(=O)c1ccc2c(c1)n(C)c(=O)c(=O)n2C (centres undefined)	-6	-1	-1	1	2	-0.6	-7	3
O=C(NN1C(=O)c2ccccc2NC1c1ccc([N+](=O)[O-])o1)c1ccc(Br)cc1 (centres undefined)	0	1	3	1	1	-1.6	-7	-4
Cc1cccc(Oc2ccc(NC(=O)c3ccccc3C(=O)O)cc2)c1C	14	-1	-5	5	-7	0.2	3	11
O=C(C1=C[C@H](c2ccc(C(F)(F)F)cc2)C[C@H](OCCCCO)O1)N1CCN(Cc2ccc3c(c2)OCO3)CC1	5	-2	4	-3	-9	-0.8	24	12
CCCCC1C(C#N)=C(C)NC2=C1C(=O)CC(C)(C)C2 (centres undefined)	8	0	5	2	1	-3.8	-2	7
COc1ccc(CNc2ccc3c(c2)nc(C)n3C)cc1OC	0	1	-24	-4	-6	-1.1	-3	1
COc1cccc(C(=O)c2ncc(C(F)(F)F)cc2Cl)c1	1	-1	2	-1	-6	-1.0	-2	4
Cc1ccc(OCCN2C(=O)NC3(CCc4ccccc4C3)C2=O)cc1 (centres undefined)	-1	0	-5	-3	-6	1.4	1	-4
C=CCOc1c(Br)cc(CNc2ccc(NC(=O)C(C)C)c(OC)c2)cc1OC	8	-19	2	-4	-5	-0.1	6	-10
Cc1ccn2c(CNCCn3cccn3)c(C(=O)N3CCCCCC3)nc2c1	12	-1	-3	-2	-3	-0.2	-3	6
COCCN(Cc1cccs1)S(=O)(=O)c1csc(C(N)=O)c1	3	1	3	-1	-4	0.0	3	-2
C[C@H](CO)N1C[C@H](C)[C@@H](CN(C)CC2CCCCC2)Oc2ccc(NC(=O)CCN3CCOCC3)cc2C1=O	-1	2	2	-2	-4	-0.3	-6	-8
CCN(CC)S(=O)(=O)c1ccc(N2CCCC2)c(C(=O)OCC(=O)Nc2cc(C)on2)c1	11	-1	5	-8	-6	2.1	-4	6
C[C@H](CO)N1C[C@H](C)[C@@H](CN(C)S(=O)(=O)c2ccccc2)Oc2c(NC(=O)C3CC3)cccc2C1=O	2	2	2	.	.	-0.4	1	-2
Cc1ccc(OC(=O)c2cccc([N+](=O)[O-])c2)c(-n2nc3ccccc3n2)c1	11	1	-30	-3	-10	2.8	12	-6
COc1ccc(-c2oc3ccccc3c(=O)c2OC(=O)c2ccc(C)cc2)cc1	18	0	-7	-2	-6	3.5	6	4
O=C(/C=C/c1ccccc1)N/C(=C/c1ccccc1)C(=O)NCCCO	7	-1	3	-3	-9	0.6	0	-1
COc1cccc(NS(=O)(=O)c2ccc(S(=O)(=O)N3CCCC3)cc2)c1	14	-5	.	0	-4	-0.2	0	-1
Cc1ccc(C)c(OCC(=O)Nc2cc(NC(=O)COc3cc(C)ccc3C)cc(C(=O)O)c2)c1	-1	-2	-4	-1	-5	3.9	0	6
COc1ccc(N2CC(NS(=O)(=O)c3ccc4ccccc4c3)CC2=O)cc1 (centres undefined)	6	-1	6	0	-4	0.2	12	-2
COc1ccc(Nc2nc(N3CCCCC3)nc3ccccc23)c(OC)c1	1	-1	25	-2	-1	49	-4	-19
COc1ccc(NC(=O)N2CCCC(c3nc(-c4ccc(F)cc4)no3)C2)cc1 (centres undefined)	10	-1	7	0	-9	0.8	25	8
CCC(C(=O)NCc1ccco1)N(C(=O)CNS(=O)(=O)c1ccccc1)C1CCCCC1 (centres undefined)	-7	-1	2	-3	-5	-0.9	-1	1
COc1ccc2c(c1)NC(=O)CC(c1ccccc1)=N2	5	-2	-30	-3	-7	-0.3	1	2
N#Cc1c(-c2cccc(Br)c2)cc(-c2cccnc2)nc1N	24	-4	53	3	-4	-1.4	15	2

2 records drawn at random from the list so far, as already listed:
mol	CCR6 antagonist	GRIN3A LBD mod	Gli-Sufu antag	APOBEC3A inh	A3G deaminase	MPTP inh	EBI2 block	CXCR6 block
COc1ccc(N2CC(NS(=O)(=O)c3ccc4ccccc4c3)CC2=O)cc1 (centres undefined)	6	-1	6	0	-4	0.2	12	-2
O=C(/C=C/c1ccccc1)N/C(=C/c1ccccc1)C(=O)NCCCO	7	-1	3	-3	-9	0.6	0	-1
